Screening data from PubChem BioAssay.
inhibitors of VEEV = inhibitors of VEEV TC-83 cytopathic effect, confirmation, Vero cells (AID 588727) | Vero cells, VEEV TC-83 cytopathic effect inhibition; higher % means a stronger effect | one-dose inhibition, % at 20 µM; IC50 in µM for titrated hits | 0.13% of 350,000 active; in the data active = a potency from the dose series; inconclusive = inhibition mostly from about 14% at the one dose, without a potency; inactive = the rest, 99 in 100 with inhibition below about 12%; note: strong numbers were not always called active
Salmonella PhoP GFP = Inhibition of PhoP regulon, Salmonella typhi GFP reporter cells, confirmation, 4 h (AID 1850); Salmonella Typhi PhoP-promoter GFP reporter, fluorescence, 4 h; higher % means a stronger effect; inhibition, % at 50 µM, or IC50 in µM where a hit was titrated; 0.33% of 310,000 active; in the data active = a potency from the dose series; inconclusive = inhibition mostly from about 25% at the one dose, without a potency; inactive = the rest, 99 in 100 with inhibition below about 19%;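 note: 0% = induced wells with vehicle and 100% = uninduced wells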
M. tuberculosis HTS = M. tuberculosis growth inhibition, HTS (AID 449762) | 0.59% of 330,000 active | one-dose inhibition, % at 25 µM; IC50 in µM for titrated hits | M. tuberculosis H37Rv growth inhibition, 7H9 media; higher % means a stronger effect; in the data active = a potency from the dose series; inconclusive = inhibition above about 70% without an active follow-up result;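 note: bacterial growth assessed after seven days of incubation; strong numbers were not always called active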
H1N1 NS1A inhibition = H1N1 influenza NS1A inhibitors, functional cell based assay (AID 504329) | NS1A functional cell-based assay, percent inhibition; higher % means a stronger effect | inhibition, % at 12.5 µM, or IC50 in µM where a hit was titrated | 0.3% of 340,000 active; in the data active = a potency from the dose series; inconclusive = inhibition above about 27% without an active follow-up result; note: strong numbers were not always called active
tuberculosis growth = growth inhibition of non-replicating M. tuberculosis (AID 488890); Mycobacterium tuberculosis non-replicating, growth inhibition; higher % means a stronger effect; inhibition, % at 25 µM; hits with a dose series show IC50 in µM; 0.39% of 320,000 active; in the data active = a potency from the dose series; inconclusive = inhibition mostly from about 82% at the one dose, without a potency; inactive = the rest, 99 in 100 with inhibition below about 76%;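 note: plate controls were DMSO cells for no effect and high antibiotic wells for full effect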
inhibitors of VEEV 10K pilot screen = recorded beside inhibitors of VEEV, whose call it bears; inhibition, %; measured here: 10K pilot screen inhibition
Numbers without * were called inactive; i = inactive; u = inconclusive; x = no result given; & = joins results of further samples. Compounds as they come; about 1.5% have a hit in one of these screens.

Start of the listing, in advance, 2 compounds:
SMILES	inhibitors of VEEV	Salmonella PhoP GFP	M. tuberculosis HTS	H1N1 NS1A inhibition	tuberculosis growth	others
COc1ccc(CC(=O)N/N=C/c2ccc(-c3cccc(C(=O)O)c3)o2)cc1OC	1.3%	-3%	-8%	-1%	5%
Cc1c(Cl)c([N+](=O)[O-])nn1CC(=O)NCc1ccc(Cl)cc1	3.5%	1%	20%	-1%	-1%

The listing, from the first entry:
SMILES	inhibitors of VEEV	Salmonella PhoP GFP	M. tuberculosis HTS	H1N1 NS1A inhibition	tuberculosis growth	others
COc1ccc(CC(=O)N/N=C/c2ccc(-c3cccc(C(=O)O)c3)o2)cc1OC	1.3%	-3%	-8%	-1%	5%
Cc1c(Cl)c([N+](=O)[O-])nn1CC(=O)NCc1ccc(Cl)cc1	3.5%	1%	20%	-1%	-1%
COc1cc2c(cc1OC)C(C)N(C(=O)Cc1ccc(C(F)(F)F)cc1)CC2 (configuration not stated)	0.4%	9%	2%	-5%	9%
O=C(COc1ccccc1/C=C1\SC(=O)NC1=O)Nc1ccc(F)cc1	0.9%	1%	6%	7%	69%
CCCCn1c(N)c(N(CCOC)C(=O)c2ccc(N3CCCC3=O)cc2)c(=O)[nH]c1=O	2.1%	x	-8%	-13%	-1%
CC(=O)Nc1ccc(NC(=O)C(=O)N/N=C/c2cccnc2)cc1	7.5%	-13%	0%	x	-2%
CC(Oc1ccccc1F)c1nnc(SCC(=O)NCc2ccc3c(c2)OCO3)o1 (configuration not stated)	7.9%	x	-9%	-6%	67%
Cc1ccc(S(=O)(=O)N2CCC(C(=O)NNS(=O)(=O)c3ccc(Cl)cc3)CC2)cc1	5.1%	-2%	-4%	1%	48%	inhibitors of VEEV 10K pilot screen=0.1
CC1Cc2ccccc2N1C(=O)c1cccnc1 (configuration not stated)	i	-2%	0%	-2%	-2%
Cc1ccccc1OCCn1c(=O)sc2ccccc21	3.2%	-2%	8%	-10%	15%
Cc1cc(=O)oc2c(C)c(OCC(=O)N3CCN(Cc4ccccc4)CC3)ccc12	6.3%	2%	0%	-12%	11%
COc1ccc(C2=NN(C(N)=S)C(c3ccccc3)C2)cc1 (configuration not stated)	0.7%	19%	5%	8%	50%
Cc1ccc(C(=O)COC(=O)c2nc(Cl)ccc2Cl)cc1	2.6%	x	4%	-1%	25%
CCc1nn(CC(=O)Nc2ccc(Br)c(C)c2)c(=N)s1	0.6%	11%	31%	15%	15%
CCc1ccc(S(=O)(=O)N/N=C\c2cn(CC(N)=O)c3ccccc23)cc1	0.7%	x	x	-7%	x
Cc1nnc(SCc2ccc(CC(=O)O)cc2)o1	2.2%	-15%	1%	11%	-12%
CCCCCCCCCCCCN1[C@@H](CC(=O)O)c2cc(F)ccc2S1(=O)=O	1.0%	7%	2%	-4%	8%
COc1cc(C)c(NC(=O)COc2ccc3c(c2)CCC3)cc1OC	1.4%	x	3%	1%	9%
Cc1ccc(Cc2nnc3n(-c4ccccc4)nc(C(=O)c4ccccc4)n3c2=O)cc1	8.4%	-8%	1%	-2%	9%
CN(CC(=O)NCCc1ccc(S(N)(=O)=O)cc1)CC(=O)Nc1ccccc1C(F)(F)F	14%	x	2%	-11%	-1%
CC(=O)c1cn(CC(=O)Nc2ccccc2Cl)c2ccccc12	0.0%	-4%	0%	-1%	-12%
CCn1c(O)c(N=NC(=O)C(O)c2ccccc2)c2ccccc21 (configuration not stated)	7.2%	4%	4%	-7%	4%
CC(=O)c1ccc(-n2c(CCC(=O)O)ccc2-c2ccccc2)cc1	1.4%	6%	7%	-8%	4%
COc1ccc(-c2cc(-c3ccccc3O)[nH]n2)cc1OC	4.6%	-3%	50%	7%	-11%
C/C(N)=C(/C#N)C(=O)COC(=O)c1cc(-c2cccc3ccccc23)nc2ccccc12	3.2%	-11%	0%	-3%	-2%

The list continues.
SMILES	inhibitors of VEEV	Salmonella PhoP GFP	M. tuberculosis HTS	H1N1 NS1A inhibition	tuberculosis growth	others
O=C1NC2(CCN(Cc3ccccc3)CC2)Oc2ccccc21	0.0%	-7%	4%	4%	7%
O=C1CCN(CCc2ccccc2)CCN1[C@H](CO)Cc1ccccc1	1.6%	-15%	-1%	6%	-2%
Cc1ccc(-n2ncc3c(NCCCN4CCOCC4)ncnc32)c(C)c1	0.5%	-4%	-2%	-4%	x
CCOc1ccc(CCNC(=O)c2cc3c(C)nccc3[nH]c2=O)cc1OCC	6.3%	2%	-2%	10%	19%
CC(=O)Nc1cccc([N+](=O)[O-])c1	i	-4%	-4%	0%	-13%
O=C(O)c1ccc(CNCc2ccccc2Cl)cc1	0.8%	0%	-2%	0%	-23%
Cc1cc2nc(-c3ccc(NC(=O)c4cccnc4)cc3)oc2cc1C	11%	-4%	9%	-17%	-1%
COc1cccc(NC(=O)C2CCC(CNS(=O)(=O)c3ccc4c(c3)CC(C)N4C(C)=O)CC2)c1 (configuration not stated)	12%	-3%	-3%	2%	19%
CCCCC(C(=O)NC1CCCC1)N(C(=O)c1snc(C(N)=O)c1N)c1ccc(F)cc1 (configuration not stated)	1.3%	4%	9%	-10%	23%
Cc1cc(C)cc(NC(=O)C(=O)NCC2CCCO2)c1 (configuration not stated)	0.9%	-7%	0%	-19%	24%
COc1ccc(-c2[nH]ncc2CNC(C)CCn2cccn2)c(F)c1 (configuration not stated)	6.0%	-8%	-1%	-10%	5%
COc1ccc(N(CC(=O)NCc2ccco2)C(=O)CCC(=O)Nc2nccs2)c(OC)c1	1.5%	10%	-1%	4%	13%
Cc1c(C)n(-c2ccc(Cl)cc2)c2ncnc(N)c12	1.8%	5%	3%	2%	23%
CNc1ccc2c3c(cccc13)C(=O)N(C)C2=O	4.2%	i	9%	14%	21%
[Cl][Pt+2][Cl].[NH-]C1CCCCC1[NH-] (configuration not stated)	0.3%	8%	44%	3%	31%
COc1ccc(/C=N/N2C(C)CCCC2C)cc1OC (configuration not stated)	10%	-4%	0%	20%	-13%
Cc1cc(Nc2ccc3c(c2)OCCO3)c2cc(Cl)ccc2n1	6.7%	-1%	16%	4%	67%
CC(=O)Nc1c(Br)cc(N2C(=O)CCC2=O)cc1Br	4.6%	5%	1%	-4%	8%
O=S(=O)(c1ccc(F)cc1)N1CCC(N2CCCCCC2)CC1	1.7%	8%	-2%	-4%	4%	inhibitors of VEEV 10K pilot screen=0.0
Cc1cccc(CC(=O)N2CCCC2)c1	i	-1%	-5%	5%	12%
CCCCSc1nnc2n(CCc3ccccc3)c(=O)c3c4c(sc3n12)COC(C)(C)C4	7.3%	2%	6%	5%	2%
Cc1ccccc1NC(=O)N1c2ccccc2CC1C (configuration not stated)	i	-7%	-4%	4%	20%	inhibitors of VEEV 10K pilot screen=0.0
Cc1cc(C)c(CN2CCC(n3nccc3NC(=O)CCOc3ccccc3)CC2)cc1C	3.6%	2%	67%	6%	57%
Cc1ccc(S(=O)(=O)N/N=C/c2ccc(C(=O)O)cc2)cc1	0.6%	-20%	8%	0%	4%
COc1ccc(C(=O)Nc2cc([N+](=O)[O-])ccc2N2CCCC2)cc1	0.3%	3%	2%	9%	2%

Copied from the results shown, five compounds:
SMILES	inhibitors of VEEV	Salmonella PhoP GFP	M. tuberculosis HTS	H1N1 NS1A inhibition	tuberculosis growth	others
CCCCSc1nnc2n(CCc3ccccc3)c(=O)c3c4c(sc3n12)COC(C)(C)C4	7.3%	2%	6%	5%	2%
Cc1ccccc1NC(=O)N1c2ccccc2CC1C (configuration not stated)	i	-7%	-4%	4%	20%	inhibitors of VEEV 10K pilot screen=0.0
Cc1cc(C)c(CN2CCC(n3nccc3NC(=O)CCOc3ccccc3)CC2)cc1C	3.6%	2%	67%	6%	57%
Cc1ccc(S(=O)(=O)N/N=C/c2ccc(C(=O)O)cc2)cc1	0.6%	-20%	8%	0%	4%
COc1ccc(C(=O)Nc2cc([N+](=O)[O-])ccc2N2CCCC2)cc1	0.3%	3%	2%	9%	2%

Next section:
SMILES	inhibitors of VEEV	Salmonella PhoP GFP	M. tuberculosis HTS	H1N1 NS1A inhibition	tuberculosis growth	others
CNC(=O)c1cccc(NC(=O)C(C)c2ccc3cc(OC)ccc3c2)c1 (configuration not stated)	0.2%	-11%	-1%	1%	2%
COc1cc(OC)c(OC)cc1CN1CCN(C(=O)COc2ccc3ccccc3c2)CC1	1.5%	12%	7%	12%	14%
CCOc1ccc(/C=N/NC(=O)CN2CCSCC2)cc1	0.8%	12%	-5%	-1%	-14%
O=C(/C=C/Nc1ccc(S(=O)(=O)Nc2ncccn2)cc1)c1cccs1	0.3%	1%	2%	-4%	56%
CC(C)[C@H]1C(=O)N2CCC[C@H]2[C@]2(O)O[C@](NC(=O)[C@@H]3C=C4c5cccc6[nH]cc(c56)C[C@H]4N(C)C3)(C(C)C)C(=O)N12	0.2%	-28%&-7%	40%	4%	25%
Cc1cccc(C(=O)OCC(=O)NCC2CCCO2)c1O (configuration not stated)	0.5%	x	-3%	-8%	25%
O=C(Nc1cccc(-c2cn3cccnc3n2)c1)c1ccc2c(c1)OCO2	i	-5%	8%	3%	4%
Cc1cc(C)c2nc(N3CCOCC3)c(C#N)cc2c1	i	4%	6%	-8%	17%
CCCOc1ccc2c(c1)C(=NN=C(N)N)c1cc(OCCC)ccc1-2	i	3%	12µM*	11%	u
O=[N+]([O-])c1ccc(CN2CCC(Cc3ccccc3)CC2)cc1	i	1%	0%	-44%	38%
CN(C(=O)CCNC(=O)N1CC(=O)Nc2ccccc21)C1CCCCC1	5.3%	3%	3%	0%	-6%
N/C(=N\OC(=O)CCCOc1ccccc1)c1ccc(Br)cc1	2.0%	-11%	u	14%	54%
C=CCN(c1ccccc1)S(=O)(=O)c1ccc2c(c1)N(C(C)=O)CCO2	0.6%	-8%	-2%	0%	1%
COc1ccccc1NS(=O)(=O)c1cc(NC(=O)CCC(=O)c2cccs2)ccc1Cl	5.4%	-3%	-11%	22%	5%
CC(=O)Nc1nc(C)c(C(C)=O)s1	5.8%	-2%	-3%	15%	-3%
Cc1ccc(C)c(OCc2nc3ccccc3[nH]2)c1	i	-4%	-6%	-9%	3%
COc1ccc(S(=O)Cc2ccc(C(=O)NC3CC3)o2)cc1 (configuration not stated)	1.2%	-18%	7%	0%	2%
COc1ccc(-n2c(Cc3cccn3C)nnc2SCC(=O)Nc2ccc(F)cc2F)cc1	0.2%	-10%	-8%	7%	12%
NS(=O)(=O)c1cccc(NC(=O)c2cc3ccccc3o2)c1	0.9%	-5%	1%	-1%	0%	inhibitors of VEEV 10K pilot screen=1.3
CN(C)S(=O)(=O)n1cc(/C=C(\NC(=O)c2ccccc2Cl)C(=O)NCCN2CCOCC2)c2ccccc21	9.4%	-4%	-3%	-2%	2%
Cc1nn(C(C)c2n[nH]c(=S)n2-c2cccc(Cl)c2)c(C)c1[N+](=O)[O-] (configuration not stated)	0.6%	-5%	-4%	0%	-4%
C=CCCC(=O)Nc1nc(C)c(-c2csc(Nc3cc(Cl)ccc3OC)n2)s1	8.8%	-21%	u	11%	13%
O=C(Nc1ccc(Br)c2ccccc12)c1ccc2ccccc2c1O	3.2%	5%	8%	-2%	u
O=C(N/N=C1\CCCc2ccccc21)C(O)c1ccccc1 (configuration not stated)	1.0%	9%	-2%	-3%	0%
CCN(CCCNC(=O)CCCn1c(=O)[nH]c2ccccc2c1=O)c1cccc(C)c1	5.8%	5%	-2%	0%	21%

Next results follow.
SMILES	inhibitors of VEEV	Salmonella PhoP GFP	M. tuberculosis HTS	H1N1 NS1A inhibition	tuberculosis growth	others
CC(=O)N1C(=O)C2(Nc3ccccc3N2)c2ccccc21	1.2%	1%	4%	-2%	0%
CCN(Cc1ccccc1)C(=O)CCS(=O)(=O)c1ccc2c(c1)oc(=O)n2C	i	-15%	-4%	7%	0%
Cc1cnc(C(=O)OCC(=O)NC23CC4CC(CC(C4)C2)C3)cn1	i	-4%	x	0%	x
COc1cccc(N2CCN(C(=O)CN(c3ccc(C)cc3)S(=O)(=O)c3c(C)n[nH]c3C)CC2)c1	7.9%	5%	3%	6%	24%	inhibitors of VEEV 10K pilot screen=0.7
Cc1nn(-c2ccccc2)c2sc(C(=O)OC3CCOC3=O)cc12 (configuration not stated)	0.4%	0%	-5%	20%	8%
CN(Cc1nc(-c2cnccn2)no1)Cc1n[nH]c2c1CCCCC2	5.1%	8%	-6%	-4%	11%
CC(=O)OC(COc1ccc(F)cc1)Cn1cnc2ccccc21 (configuration not stated)	1.2%	5%	-4%	9%	2%
Cc1ccc(Nc2ccc([N+](=O)[O-])ccc2=O)cc1	13%	-4%	-6%	4%	-6%
Cc1cc(C)c(NC(=O)CN2C(=O)NC3(CCCc4ccccc43)C2=O)c(Cl)c1 (configuration not stated)	1.2%	4%	-2%	-4%	-3%
Cc1ccsc1C1C(C#N)=C(N)OC2=C1C(=O)CC(C)(C)C2 (configuration not stated)	0.4%	6%	-6%	2%	35%
